EBI2 block: EBI2 (human) antagonism; hit rate 0.81% among 360,000; EBI2 beta-arrestin recruitment, luminescence, 7a,25-OHC stimulated; P32249; AID 651636; inhibition, % at 5 µM; in the data active = inhibition above about 38%;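 note: enzyme fragment complementation signal reports receptor beta-arrestin coupling in cells; 0% = agonist plus DMSO wells and 100% = wells without agonist; some results beyond the cut were filed as inactive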
Target sequence (P32249 whole entry, looked up, the tested form may be a part): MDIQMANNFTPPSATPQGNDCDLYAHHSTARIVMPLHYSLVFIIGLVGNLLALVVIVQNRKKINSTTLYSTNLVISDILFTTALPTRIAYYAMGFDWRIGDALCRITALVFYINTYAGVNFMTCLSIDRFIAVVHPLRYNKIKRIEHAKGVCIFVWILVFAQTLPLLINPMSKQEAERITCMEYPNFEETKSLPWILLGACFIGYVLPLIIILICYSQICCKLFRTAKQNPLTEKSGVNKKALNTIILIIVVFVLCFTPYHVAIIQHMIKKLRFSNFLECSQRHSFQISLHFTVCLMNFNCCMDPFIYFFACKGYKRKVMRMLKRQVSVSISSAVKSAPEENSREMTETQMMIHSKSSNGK
UBC13 polyUb: blocks human UBC13 polyubiquitin chain formation | TR-FRET | inhibition, % at 20 µM | hit rate 0.47% among 330,000 | AID 485273; in the data active = inhibition above about 45%, passing the limit was not always enough
Target sequence (P61088 whole entry, looked up): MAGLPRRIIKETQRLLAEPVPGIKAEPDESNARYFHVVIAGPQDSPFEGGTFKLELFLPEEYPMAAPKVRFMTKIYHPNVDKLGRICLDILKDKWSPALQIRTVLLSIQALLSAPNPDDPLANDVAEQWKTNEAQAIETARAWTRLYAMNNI
ATG4B inhibitor: inhibitors of human ATG4B cysteine protease | ATG4B cleavage of LC3-PLA2, NBD-HPC fluorescence, 1 h | inhibition, % at 8.33 µM | hit rate 0.51% among 340,000; in the data active = inhibition above about 40%
Target sequence (Q9Y4P1 whole entry, looked up): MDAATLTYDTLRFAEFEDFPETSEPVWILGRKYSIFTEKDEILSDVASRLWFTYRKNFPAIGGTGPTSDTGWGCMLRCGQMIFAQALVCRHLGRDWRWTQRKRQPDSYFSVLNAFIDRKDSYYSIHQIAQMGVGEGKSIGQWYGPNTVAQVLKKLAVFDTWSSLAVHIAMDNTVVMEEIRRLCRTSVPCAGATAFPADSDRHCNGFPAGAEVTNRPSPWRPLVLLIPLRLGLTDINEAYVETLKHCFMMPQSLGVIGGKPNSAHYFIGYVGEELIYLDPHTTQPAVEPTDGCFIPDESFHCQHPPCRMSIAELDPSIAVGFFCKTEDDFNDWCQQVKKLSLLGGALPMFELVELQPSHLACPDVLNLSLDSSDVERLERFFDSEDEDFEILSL
APJ agonist: activates the human apelin receptor APJ. P35414. CHO-K1 APJ PathHunter beta-arrestin, luminescence; 0% DMSO wells, 100% apelin. activation, % at 20 µM. hit rate 0.11% among 330,000;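 active = activation more than six SD over the plate average, tested at 20 µM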;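 note: 0% = DMSO alone and 100% = apelin-13 at 10 nM; some results filed as inactive read as strong as hits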
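system = engineered CHO-K1 APJ arrestin reporter cells | input = 1000 cells per well | timing = overnight seeding, 90 min compound at 25 °C, 1 h detection | measured by = enzyme-fragment complementation luminescence | read-out = beta-arrestin recruitment to APJ as agonist activity, luminescent signal | control set = negative DMSO alone, positive Apelin-13 at 10 nM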
Gli-Sufu antag: antagonists of Gli-Sufu signaling | hit rate 0.74% among 340,000 | inhibition, % at 5 µM | AID 588413 | Sufu-KO-LIGHT fibroblasts, Gli luciferase reporter luminescence;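 active = inhibition above about 55%, limit read from the data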;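 note: 0% = DMSO-treated cells and 100% = wells with medium but no cells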
APJ antagonist: APJ receptor antagonism. P35414. CHO-K1 APJ beta-arrestin complementation, luminescence. inhibition, % at 20 µM. hit rate 0.32% among 330,000;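 active = inhibition above about 40% at 20 µM, limit read from the data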;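 note: cells challenged with 10 nM apelin-13 agonist together with compound; plate controls were apelin-13 plus DMSO wells for no effect and DMSO wells lacking apelin-13 for full effect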
CXCR6 block: blocks human CXCR6 beta-arrestin recruitment | O00574 | CHO-K1 PathHunter CXCR6 beta-arrestin, luminescence | inhibition, % at 20 µM | hit rate 0.36% among 360,000 | AID 602244; in the data active = inhibition above about 34%, passing the limit was not always enough;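 note: antagonist mode with CXCL16 agonist at 10 nM final; 0% = 10 nM CXCL16 with DMSO and 100% = unstimulated wells without agonist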
CCR6 antagonist: CCR6 (human) receptor antagonism | P51684 | CHO-K1 CCR6 PathHunter beta-arrestin, luminescence, CCL20-stimulated | inhibition, % at 20 µM | hit rate 0.49% among 340,000 | AID 493098;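 active = compounds whose inhibition of the agonist-driven luminescence signal at 20 µM reaches about 50%, limit read from the data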;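 note: cells stimulated with CCL20 at 14 nM final; plate controls were DMSO with CCL20 for no effect and DMSO without agonist for full effect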
An asterisk follows results filed as active; / = not tested or not shown. Rows were taken by chance; about 3% have a hit in one of these screens.

cpd	Structure	EBI2 block	UBC13 polyUb	ATG4B inhibitor	APJ agonist	Gli-Sufu antag	APJ antagonist	CXCR6 block	CCR6 antagonist
1	CC(=O)Nc1ccc(C#Cc2ccc(NC(C)=O)cc2)cc1	-0.5	15.7	2.0	-0.1	-28.8	-0.4	-4.9	4.3
2	CC(C)(C)Nc1nc(Cl)nc(NC2CCCCC2)n1	12.5	1.7	10.4	-2.9	-19.6	1.7	-4.9	-7.2
3	NNc1nc2ccccc2c(=O)n1Cc1ccccc1	3.7	7.1	2.6	-0.5	-20.0	3.4	-5.8	2.0
4	COCCNC(=O)/C(C#N)=C/c1ccc(C)o1	5.4	-14.0	4.6	-1.1	-7.2	-3.4	2.5	13.2
5	Clc1cc(NC2CCCCC2)ncn1	-14.9	-5.9	-0.7	0.9	30.4	-18.6	-7.3	8.7
6	Cc1csc(SCC(=O)NC(C)c2ccc(F)cc2)n1 (centres undefined)	7.9	-3.1	4.8	-2.6	-2.2	-33.0	2.4	8.5
7	Cc1onc(-c2ccccc2Cl)c1C(=O)NCCn1c(C)cc2ccccc21	5.1	5.2	-5.1	-2.1	1.8	17.3	-11.7	-3.3
8	CCc1ccc(C(=O)COC(=O)c2cccnc2Cl)cc1	-3.4	9.2	-5.6	-3.3	-9.5	-5.0	4.6	17.0
9	CCOc1ccc(CCNC(=O)Cn2ccc3ccccc3c2=O)cc1OCC	-5.1	2.5	6.6	-3.5	-9.5	-18.9	-2.9	4.3
10	NCCN=C1NS(=O)(=O)c2ccccc21	-10.1	3.1	-2.9	2.1	-0.8	8.4	2.3	5.5
11	Brc1ccccc1OCCCN1CCCCCC1	-5.3	5.0	8.0	-2.4	11.1	4.9	10.2	21.4
12	COc1cc(NS(=O)(=O)c2ccc(NC(=S)NC(=O)c3ccco3)cc2)ncn1	2.4	-5.2	-0.2	-2.7	2.1	-9.3	-0.6	24.2
13	COc1ccc(NS(=O)(=O)c2cccc(C(=O)NCc3ccco3)c2)cc1	9.8	-0.2	-7.4	-2.6	-1.3	-2.1	-2.2	-7.2
14	C[C@@H]1COC(=O)[C@@H](Cc2ccc(F)cc2)C/C=C\C[C@@H](CC(=O)N[C@H](CO)Cc2ccccc2)C(=O)N1	-7.1	-12.0	6.9	-3.1	16.0	-7.2	-6.3	6.4
15	O=C(CSc1nnc(C2CC2)n1-c1ccccc1)NC1CCS(=O)(=O)C1 (centres undefined)	-1.9	-5.4	0.8	-2.2	-10.8	-4.1	-3.4	0.2
16	O=C(CNC(=O)c1ccccc1)N/N=C/c1cc(Br)ccc1O	-1.8	-5.2	2.8	-0.9	-2.9	-14.0	-7.5	2.0
17	Cc1cc(CNC(=O)COC(=O)c2ccc(Cl)c(N)c2)cc(C)c1O	-7.7	5.1	-8.6	-0.8	0.9	-13.6	-4.1	10.8
18	CSc1nnc(-c2cccs2)n1C	9.8	3.1	-2.4	-2.4	-0.2	16.9	-2.2	-7.1
19	Cc1cccc(C)c1-n1ncc(C(=O)NC2CCCC2)c1C1CCNCC1	0.2	-5.0	-6.6	11.5	-1.5	3.7	-1.6	2.5
20	O=S(=O)(Nc1ccc(N2CCCCC2)cc1)c1ccccc1F	12.1	4.5	-6.5	1.3	-2.8	0.1	-1.7	2.1
21	N/C(=N\OC(=O)c1cccc(F)c1)c1ccccc1	8.2	-9.0	1.8	11.0	-47.3	-92.4	-11.7	-9.0
22	CC(C)OCCCn1c(NN)nc2ccccc2c1=O	-6.4	1.1	3.2	0.4	-18.4	-8.1	-15.7	11.5
23	Fc1ccc(CNC2CCN(Cc3ccccc3)CC2)cc1	1.1	3.5	1.6	-0.5	14.1	11.3	24.0	13.1
24	CCOC(=O)c1ccc(NC(=O)Cn2ncc(Cl)c(Cl)c2=O)cc1	31.4	7.1	6.2	-1.4	0.6	17.8	21.8	35.3
25	CCOc1ccccc1NC(=O)/C=C/c1ccccc1[N+](=O)[O-]	-14.0	4.2	22.3	-0.8	-6.6	4.0	-8.0	6.3
26	CCc1ccccc1NC(=O)C1CC(c2ccc(F)cc2)=NO1 (centres undefined)	-2.3	-9.4	-6.8	-2.5	6.9	-16.8	0.6	11.4
27	Cn1c(=O)oc2cc(S(=O)(=O)Nc3cccc(C(=O)O)c3)ccc21	-6.8	-16.7	-4.5	-3.7	3.5	3.1	2.9	-6.8
28	Cn1c(SCc2ccccc2)nnc1-c1ccco1	3.9	-3.3	-5.8	-3.6	-21.4	-15.8	-1.9	7.8
29	CC(Sc1ccc(Cl)cc1)C(=O)NNC(=O)c1ccccc1O (centres undefined)	-4.3	-2.5	-5.0	-1.4	-3.0	11.9	6.2	-4.5
30	CCc1ccc(NC(=O)CSc2nnc(CNC(=O)c3ccc(OC)cc3)o2)cc1	2.0	3.5	-11.8	3.1	-11.9	10.6	7.0	-9.9
31	COc1ccccc1CC(=O)Nc1ccc(-c2nnc(-c3ccco3)o2)cc1	-16.8	6.0	-4.7	4.6	15.6	-6.2	0.4	-11.0
32	CC(NC(=O)Cn1cnc([N+](=O)[O-])n1)c1ccccc1 (centres undefined)	-6.3	-8.3	-2.4	1.5	4.4	12.1	-5.7	-1.4
33	CCOC(=O)N1CCN(c2c(NCCN3CCN(c4ccccc4F)CC3)c(=O)c2=O)CC1	-12.8	-9.0	-5.5	-3.3	1.0	12.1	4.3	2.8
34	CN(CCOc1ccccc1)C(=O)C1CCC(=O)N(CCc2ccc(Cl)cc2)C1 (centres undefined)	53.9*	2.0	-4.0	0.4	1.8	-10.6	0.7	13.6
35	CCC(C)C(Nc1ccc(C(=O)OC)cc1[N+](=O)[O-])C(=O)OC (centres undefined)	12.4	-11.8	1.4	-3.4	0.8	-14.8	7.8	25.2
36	CCOc1c(Br)cc(/C=C2\C(=O)N(CCC#N)N=C2C)cc1OC	3.5	-12.7	-6.6	1.6	10.0	-25.3	-7.9	2.9
37	Cc1onc(-c2ccccc2Cl)c1C(=O)NCc1ccc(N2CCCC2=O)cc1	-12.4	-0.8	-12.7	0.7	-8.8	8.5	-3.2	-30.2
38	COc1ccc(-c2[nH]ncc2CN2CCN(C3CCCCC3)C(=O)C2)cc1F	3.3	-4.3	-11.9	-0.7	-28.7	3.4	-1.7	1.8
39	O=C(c1cc(-c2ccncc2)nc2ccccc12)N1CCN(S(=O)(=O)/C=C/c2ccccc2)CC1	17.5	3.6	-22.5	-1.7	0.9	22.0	14.4	0.2
40	Cc1nnc(NC(=O)CN2CCN(Cc3ccccc3)CC2)s1	-10.4	-1.2	8.2	-0.6	7.7	15.4	0.2	-16.2
41	O=C1NCC(COc2ccc([N+](=O)[O-])cc2)O1 (centres undefined)	-10.3	-8.3	-2.2	-3.5	3.2	-17.0	-8.8	11.8
42	Cc1ccc(-c2cc3onc(-c4ccccc4)c3c(=O)n2C)cc1	20.7	4.6	-6.1	-0.3	-16.9	-3.6	-5.9	8.5
43	CN1CCN(c2ccccc2NC(=O)c2ccc(-c3cccc(Cl)c3)o2)CC1	19.0	11.3	-10.0	-5.1	23.7	10.6	-10.1	54.7*
44	Cc1cc(-c2csc(NC(=O)C3=COCCO3)n2)c(C)n1C	-5.1	-9.7	0.9	-0.7	13.9	6.1	-4.2	6.6
45	CCOC(=O)c1c(C=O)c(C)n(Cc2ccccc2)c1C	9.9	15.6	-2.5	-4.7	6.7	19.6	1.3	22.3
46	O=C(c1ccc(F)c(S(=O)(=O)N2CCOCC2)c1)N(c1ccccc1)c1ccccn1	0.4	0.9	2.0	-0.9	10.4	-16.8	-1.1	-10.2
47	Cc1cc(C)n(C(C)CNS(=O)(=O)c2ccc(Cl)cc2)n1 (centres undefined)	-3.4	4.8	-7.4	-2.5	-22.1	10.0	0.0	7.3
48	COc1cccc(N2CN(CCc3ccccc3)CNC2=S)c1	-7.4	0.0	-3.3	-1.6	4.7	0.0	-8.9	8.2
49	CCOc1ccc(C(=O)NCc2ccco2)cc1	-3.8	-4.3	0.7	0.1	-9.4	-10.9	0.7	8.7
50	CC1(C)Cc2c(sc3[nH]c(=O)n(CC(=O)NCC4CCCO4)c(=O)c23)CO1 (centres undefined)	-14.2	-2.9	13.4	3.7	7.2	-35.4	4.9	5.3

New compounds follow:
cpd	Structure	EBI2 block	UBC13 polyUb	ATG4B inhibitor	APJ agonist	Gli-Sufu antag	APJ antagonist	CXCR6 block	CCR6 antagonist
51	CCNCc1nc2cc(OC)c(OC)cc2c(=O)[nH]1	3.8	-4.8	2.0	-4.0	9.4	1.3	8.3	-3.1
52	COc1ccc(/C=C/C(=O)NC(=S)Nc2ccccc2C(=O)NC2CCCCC2)cc1	7.7	-10.8	-1.6	-7.9	-3.0	26.1	25.4	35.4
53	CCOC(=O)C1=NOC(Cn2cc(C(C)=O)c(=O)[nH]c2=O)C1 (centres undefined)	-2.5	5.8	-4.5	-2.0	-13.1	13.1	1.3	2.1
54	Cc1cc(C)c(C)c(S(=O)(=O)N2CCN(Cc3nc4ccccc4[nH]3)CC2)c1C	14.9	-5.7	-4.3	-1.3	2.0	9.8	-1.4	6.2
55	Cc1cc(C)n2nc(C(=O)N/N=C/c3ccc(Cl)cc3)nc2n1	-5.4	8.5	-4.8	-2.5	0.1	-16.4	-7.3	2.5
56	COc1cccc(NC(=O)CCNC(=O)C2CCN(S(=O)(=O)c3ccc(F)cc3)CC2)c1	1.9	21.3	0.7	-2.7	5.1	1.1	-1.3	11.2
57	N#Cc1ccc(C(=O)Nc2ccc3ccccc3c2)cc1	59.6*	-8.0	-13.3	-1.4	22.1	1.5	-4.2	4.1
58	Nc1c(C(=O)N/N=C/c2cccnc2)oc2nc(-c3ccco3)cc(-c3ccco3)c12	13.4	-18.2	-7.2	0.8	41.9	7.1	2.8	-7.8
59	CCOc1ccccc1C(=O)Nc1nnc(Cc2ccc(OC)c(OC)c2)s1	-8.6	5.8	-1.9	-2.7	/	14.3	-4.4	0.9
60	COc1ccc2c(Cl)c(-c3nnc(SCC(=O)c4ccccc4)n3C)sc2c1	15.3	0.0	25.8	-2.3	-4.9	10.7	-5.6	17.0
61	CCOC(=O)N1CCN(S(=O)(=O)c2ccc(OC)c3ccccc23)CC1	1.4	8.8	-19.0	-2.3	-1.5	12.3	5.2	2.0

Results in sequence from the entries so far.
Compounds 54 to 60 in ATG4B inhibitor, in turn: -4.3, -4.8, 0.7, -13.3, -7.2, -1.9, 25.8
Compounds 54 to 60 in APJ antagonist, in turn: 9.8, -16.4, 1.1, 1.5, 7.1, 14.3, 10.7
Compounds 54 to 60 in EBI2 block, in turn: 14.9, -5.4, 1.9, 59.6*, 13.4, -8.6, 15.3

Assay outcomes from PubChem BioAssay.
